Screens (PubChem)
CHT block: inhibitors of human choline transporter CHT; CHT-expressing cells, membrane potential dye, choline response; active compounds read low; B-score at 10 µM; 310,000 tested, 0.86% active;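 active = B-score over 3 SD under the library average, and starting fluorescence ratio not unusually high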;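 also: choline stimulus applied at its EC90 after an EC20 pre-addition; B-score computed on integrated fluorescence ratio after choline addition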
Target sequence (Q9GZV3 whole entry, looked up): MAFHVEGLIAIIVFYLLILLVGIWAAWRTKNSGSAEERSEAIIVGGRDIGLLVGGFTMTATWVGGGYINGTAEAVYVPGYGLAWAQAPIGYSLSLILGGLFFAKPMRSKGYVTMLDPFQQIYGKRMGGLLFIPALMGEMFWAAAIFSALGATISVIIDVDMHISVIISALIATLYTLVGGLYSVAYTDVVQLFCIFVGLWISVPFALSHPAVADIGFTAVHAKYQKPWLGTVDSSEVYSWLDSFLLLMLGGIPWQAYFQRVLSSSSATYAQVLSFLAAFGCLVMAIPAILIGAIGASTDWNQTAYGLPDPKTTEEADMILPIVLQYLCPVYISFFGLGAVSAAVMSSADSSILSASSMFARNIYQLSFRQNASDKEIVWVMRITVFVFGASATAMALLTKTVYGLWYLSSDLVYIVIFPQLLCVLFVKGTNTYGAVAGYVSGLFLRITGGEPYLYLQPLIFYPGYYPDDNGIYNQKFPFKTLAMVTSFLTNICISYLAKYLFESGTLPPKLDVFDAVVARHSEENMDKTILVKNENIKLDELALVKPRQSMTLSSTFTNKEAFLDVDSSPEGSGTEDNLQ
KCNQ2 block: KCNQ2 potassium channel inhibitors, primary screen, cell-based, CHO-K1, FluxOR thallium flux, B-score (AID 2156) | B-score at 10 µM | 20 min; active compounds read low | 310,000 tested, 1.1% active | Potassium voltage-gated channel subfamily KQT member 2 (Rattus norvegicus), O88943;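 active = fluorescence ratio B-score at most minus 3 library SDs, with starting brightness B-score within 2 library SDs, cut at about -5.5 in these data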
Starred values were filed as active, the others as inactive; i = inactive; . = not tested or not shown.

SMILES	CHT block	KCNQ2 block
Cc1cccn2c(=O)c(C(=O)NCCCN3CCCCC3C)c(O)nc12 (stereo unspecified)	i	i
CCOc1cccc(C=Nc2cc(C)cc(C)c2O)c1O	i	i
COc1ccc(OCCNC(=O)c2ccccc2OCC(=O)N2CCCCC2)cc1	i	i
O=C(CSc1nnc(Cc2ccccc2)o1)N1CCCC1	i	i
O=C(NCCc1ccc(Cl)cc1)C1CCCN1C(=O)Nc1ccc(F)cc1 (stereo unspecified)	i	i
Cc1ccc(C)c(N(C(=O)c2snc(C(N)=O)c2N)C(C(=O)NCC2CCCO2)c2ccc(C)o2)c1 (stereo unspecified)	i	i
CC(NC(=O)c1ccc2ccccc2n1)c1ccc(S(N)(=O)=O)cc1 (stereo unspecified)	i	i
Cn1ncc2c(NNC(=O)Cc3cccc4ccccc34)ncnc21	i	i
Cc1ccc(S(=O)(=O)N(C)C)cc1NC(=O)COC(=O)c1n[nH]c(=O)c2ccccc12	i	i
O=C(CCNS(=O)(=O)c1ccc(Br)cc1)NC1CCCCC1	i	i
CC(C)(C)Nc1c2ccccc2nc2ccccc12	i	i
C=C(C)C1CCC(C)=C1CC(C)(C)/C=N\n1cnnc1 (stereo unspecified)	i	i
CCCCNC(=O)COC(=O)c1c2c(nc3ccccc13)CCC2	i	i
C=CCNC(=O)c1ccccc1NC(=O)c1ccc(Cl)c(S(=O)(=O)Nc2ccccc2)c1	i	i
Cc1nc(SCC(=O)c2cc3ccccc3oc2=O)c(C#N)c(-c2ccccc2)c1C(=O)Nc1ccccc1	i	i
COc1ccc(Br)cc1/C=N/NC(=O)c1ccc(OC)c(OC)c1	i	i
CCOC(=O)c1c(C)[nH]c(C)c1S(=O)(=O)NCc1ccccc1OCC	i	i
CCOC(=O)c1c(N)n(-c2ccc(N)cc2)c2nc3ccccc3nc12	i	i
CCOC(=O)C1(CCOc2ccccc2)CCN(C(=O)CCSC)CC1	i	i
CCCN(C(=O)c1ccc(OCC(C)C)cc1)c1c(N)n(Cc2ccccc2)c(=O)[nH]c1=O	i	i
CC12CCC(=O)N1C(C(=O)NCCc1ccc(F)cc1)CS2 (stereo unspecified)	i	i
Cc1ccc(NC(=O)CCOc2ccccc2)cc1	i	i
CCc1c(C(=O)Nc2nnc(C3CC3)s2)csc1C	i	i
C/C(=N/NC(=O)Cc1cccc2ccccc12)c1cccs1	i	i
CCOc1ccc(CN2CCN(CC3=Cc4cccc(OC)c4OC3)CC2CCO)cc1 (stereo unspecified)	i	i
CCOc1ccc(NS(=O)(=O)c2cc(OCC(N)=O)c(C)cc2Cl)cc1	i	i
Cc1ccc(-n2c(SCC(=O)N3CCCCC3)nc(O)cc2=O)cc1	i	i
O=C(N/N=C/c1ccccc1C(=O)O)c1cc(-c2ccc3c4c(cccc24)CC3)n[nH]1	i	i
COc1ccc(C2CC(c3ccc(OC)cc3O)=NN2C(=O)c2ccccc2)cc1 (stereo unspecified)	i	i
C/C(O)=c1/ccc2cccc3nc(C)nc1c23	i	i
CC1CCN(C(=O)CC(NC(N)=O)c2ccccc2Cl)CC1 (stereo unspecified)	i	i
COC(=O)C1=C(C)N(c2ccccc2)/C(=C/c2ccco2)C1=O	i	i
O=C(NC(=S)NCc1ccco1)c1ccccc1[N+](=O)[O-]	i	i
COc1ccc(N2CCN(C3CCCN(C(=O)c4ccoc4)C3)CC2)cc1 (stereo unspecified)	i	i
CCOC(=O)C1CCN(S(=O)(=O)c2ccc3c(c2)N(C(C)=O)CC(C)S3)CC1 (stereo unspecified)	i	i
Cc1nnc2c(NCC(C)c3ccccc3)nc3ccccc3n12 (stereo unspecified)	i	i
C#CCNc1c(C)c(C)nc2ncnn12	-4.97*	i
CCNC(=O)NCCNC(=O)c1cc(OCC(F)(F)F)ccc1OCC(F)(F)F	i	i
COC(=O)c1ccccc1NC(=S)NC(=O)c1ccc(C)cc1	i	i
CC(C)[C@H](NS(=O)(=O)c1cccc(Cl)c1)C(=O)OCC(=O)N1CCN(c2ccccc2)CC1	i	i

CHT block, entries above that show a hit
SMILES	CHT block	KCNQ2 block
C#CCNc1c(C)c(C)nc2ncnn12	-4.97*	i

(continued)
SMILES	CHT block	KCNQ2 block
COc1cc(OC)cc(C(=O)Nc2nnc(SCC(=O)NCc3ccco3)s2)c1	i	i
CNC(=S)N1CCn2cccc2C1c1ccc(F)cc1 (stereo unspecified)	i	i
COc1ccc(CNC(=O)COc2ccc(C)nc2[N+](=O)[O-])cc1	i	i
COc1cc2c(c(O)c1OC)-c1c(cc(OC)c(OC)c1OC)C[C@@H](C)[C@@H](C)C2	i	i
O=C(/C=C/c1ccccc1Cl)N1CCCN(C(=O)/C=C/c2ccccc2Cl)CC1	i	i
COc1ccc(N2CCN(c3ncnc4sc(C(=O)NCC5CCCO5)c(C)c34)CC2)cc1 (stereo unspecified)	i	i
OC1CCCCC1Sc1nc2ccccc2s1 (stereo unspecified)	i	i
COc1cc(C2(c3ccc(O)c(OC)c3)C(=O)Nc3c(C)cc(Br)cc32)ccc1O	i	i
COc1ccc(CNCCNC(=O)c2ccco2)c(OC)c1OC	i	i
CCCNC(=S)NC1CC2CCCC(C1)N2Cc1ccc(F)cc1 (stereo unspecified)	i	i
CCC(C)c1ccc(N(CC(=O)NC(C)(C)C)C(=O)CNC(=O)c2cccs2)cc1 (stereo unspecified)	i	i
Cc1cccc(-n2ncc3c2CCCC3NC(=O)CCN2CCCCO2)c1C (stereo unspecified)	i	i
Cc1nn(-c2nnc(NC3CCCCC3)nn2)c(C)c1Br	i	i
Cc1ccc(C)c(NC(=O)CN(C)C(=O)c2cccc(-n3cccc3)c2)c1	i	i
CCCCCCSc1cc(C)nc2ncnn12	i	i
O=C(Cc1c(F)cccc1Cl)NCCN1CCOCC1	i	i
Cc1ccc(NC(=O)CN(C)C(=O)COc2cccc3cccnc23)cc1	i	i
CC(=C\c1ccccc1)/C=C1/SC(=S)N(CCCC(=O)O)C1=O	i	i
CCN(CC)c1nc(Nc2ccccc2)nc(Oc2ccc(C(=O)OC)cc2)n1	i	i
Cc1c(C(=O)N2CCc3ccccc3C2)oc2ccccc12	i	i

Brought forward from above: 4 compounds, then new ones.
SMILES	CHT block	KCNQ2 block
Cc1ccc(NC(=O)CN(C)C(=O)COc2cccc3cccnc23)cc1	i	i
CC(=C\c1ccccc1)/C=C1/SC(=S)N(CCCC(=O)O)C1=O	i	i
CCN(CC)c1nc(Nc2ccccc2)nc(Oc2ccc(C(=O)OC)cc2)n1	i	i
Cc1c(C(=O)N2CCc3ccccc3C2)oc2ccccc12	i	i
CC(C)Cn1c(N)c(C(=O)COC(=O)c2ccc(O)cc2)c(=O)n(C)c1=O	i	i
COc1ccccc1CCNC(=O)C(=O)NCC1OCCN1S(=O)(=O)c1cccs1 (stereo unspecified)	i	i
Cc1ccc(C)c(CSc2nc3[nH]ncc3c(=O)[nH]2)c1	i	i
CCOc1ccc(NC(=O)CN(C)C(=O)c2ccccc2SCC(=O)N2CCCC2)cc1OCC	i	i
CCC1c2ccc(C)n2CCN1C(=O)Nc1ccccc1C(=O)OC (stereo unspecified)	i	i
C/C(CC(=O)NCCCN1CCOCC1)=N\NC(=O)COc1cccc2ccccc12	i	i
O=C(Cc1ccc([N+](=O)[O-])cc1)Nc1nnc(C2CC2)s1	i	i
CCOC(=O)C1C(=O)CC(=O)CC1CC(C)SCC (stereo unspecified)	i	i
CCOC(=O)CSc1nc(C)c(C(C)=O)cc1C(N)=O	i	i
COCCNC(=O)CSc1ccc(Cl)cc1	i	i
O=C(NC(O)C(=O)c1cccs1)c1cccnc1 (stereo unspecified)	i	i
CC(C)(CNC(=O)c1ccc(NS(=O)(=O)c2ccc(F)c(F)c2)cc1)N1CCOCC1	i	i
O=C(NCc1cccs1)c1ccccc1[N+](=O)[O-]	i	i
COCCNC(=O)c1c(N)n(-c2cccc(C)c2)c2nc3ccccc3nc12	i	i
CN1C=C/C(=C\c2cc[n+](C)c3ccccc23)c2ccccc21	.	i
CCOC(=O)c1c(NC(=O)CC2SC(=NC)N(C)C2=O)sc(C)c1C (stereo unspecified)	i	i
O=S(=O)(NCc1cccnc1)c1ccc(Br)c2ccccc12	i	i
Cn1nc(C(F)(F)F)cc1C(=O)O	i	i
COc1ccc(CNC(=O)C2CCN(S(=O)(=O)c3cccc4nonc34)CC2)cc1	i	i
COC(=O)c1cccnc1SCc1ccccc1	i	i

Two of these compounds, set out differently.
> O=S(=O)(NCc1cccnc1)c1ccc(Br)c2ccccc12
  CHT block: i
  KCNQ2 block: i
> Cn1nc(C(F)(F)F)cc1C(=O)O
  CHT block: i
  KCNQ2 block: i

The main list resumes, repeating the 5 entries before the break.
SMILES	CHT block	KCNQ2 block
CCOC(=O)c1c(NC(=O)CC2SC(=NC)N(C)C2=O)sc(C)c1C (stereo unspecified)	i	i
O=S(=O)(NCc1cccnc1)c1ccc(Br)c2ccccc12	i	i
Cn1nc(C(F)(F)F)cc1C(=O)O	i	i
COc1ccc(CNC(=O)C2CCN(S(=O)(=O)c3cccc4nonc34)CC2)cc1	i	i
COC(=O)c1cccnc1SCc1ccccc1	i	i
COc1ccc(-n2nc(C(=O)NCC(=O)NC(C)C)c3ccccc3c2=O)cc1OC	i	i
COc1ccc(C(C)=O)cc1COc1ccc(Cl)c(C)c1	i	i
CC1CC(C)CN(C(=S)Nc2ccc(OC(F)F)cc2)C1 (stereo unspecified)	i	i
C=CCn1c(C)cc(C(=O)CSc2nnc(Cc3ccccc3)o2)c1C	i	i
Cc1ccccc1Nc1c(-c2cccnc2)nc2cccc(C)n12	i	i
Cc1cc(C(=O)NNc2ccc(Cl)cc2)no1	i	i
CCc1ccc(S(=O)(=O)/N=C2\C=C(Nc3ccc(O)cc3)C(=O)c3ccccc32)cc1	i	i
CCOCC(=O)Nc1ccc(S(=O)(=O)NCC2CCCO2)cc1 (stereo unspecified)	i	i
CCOC(=O)c1c(NC(=O)CSc2ncn[nH]2)sc(C(=O)N(C)C)c1C	i	i
O=C(N/N=C/c1cccnc1)c1[nH]ncc1Br	i	i
Cc1ccc(NC(=O)c2cc(C(=O)c3cc(Cl)ccc3O)cn(-c3ccc(C)cc3)c2=O)cc1	i	i
CCn1nc(C)c(Br)c1-c1nc(CS(=O)(=O)c2ccc(F)cc2)no1	i	i
COc1ccccc1NC(=O)N1CCN(C)CC1	i	i
Cc1ccc(NC(=O)c2sc3nc(C)nc(N4CCN(c5ccccn5)CC4)c3c2C)c(C)c1	i	i
CCNC(=O)/C(C#N)=C/c1c(N2CCOCC2)nc2ccccn2c1=O	i	i
O=C(COC(=O)c1cccc(-n2cnnn2)c1)Nc1c(Cl)cccc1C(F)(F)F	i	i
CN(CC(=O)Nc1ccc(S(=O)(=O)N2CCCC2)cc1)CC(=O)Nc1ccc(F)c(F)c1F	i	i
CC(=O)c1ccc(N2CCN(S(=O)(=O)c3cccc(S(=O)(=O)N4CCOCC4)c3)CC2)cc1	i	i
N/C(=N\OC(=O)Nc1ccccc1)c1ncc([N+](=O)[O-])s1	i	i
C=CCn1c(O)c(N=O)c2cc(C)ccc21	i	i
CC1=CC(C)C(CN(CCC[N+](C)(C)C)C(=O)Nc2ccccc2)C(C)C1 (stereo unspecified)	i	i
Cc1cc2cc(CN(Cc3ccco3)S(=O)(=O)c3c(C)ccc4nsnc34)c(=O)[nH]c2cc1C	i	i
Cc1cc(C)c2nc(NNC(=O)c3ccc(S(=O)(=O)N4CCCCC4)cc3)sc2c1	i	i
COc1ccc(CCC(=O)NNC(=O)c2cc(Cl)ccc2OC)cc1OC	i	i
CCn1c(/C=C/c2ccccc2F)nc2ccccc2c1=O	i	i
O=C(NC1CC2CCCC(C1)N2C(=O)Nc1ccccc1)c1ccncc1 (stereo unspecified)	i	i
Cc1ccc(Nc2ncccc2C(N)=O)cc1	i	i
O=[N+]([O-])c1cc([N+](=O)[O-])c(Oc2ccccc2F)cc1NN1CCCCC1	i	i
COc1ccc(-c2nc3ncccn3c2Nc2ccccc2)cc1	i	i
Cc1nc2cc(C(=O)O)ccc2n1-c1ccccc1	i	i
Cc1ccc(-c2c(C)n([O-])c3c([n+]2=O)CCC3)cc1	i	i
Cc1cc(C)c(CN2CCC(n3nccc3NC(=O)CCOc3ccccc3)CC2)cc1C	i	i
O=C(NN=C1CCCC1)c1ccc(O)cc1	i	i
CC(=O)NCCNC(=O)c1ccc(Cn2c(=O)[nH]c3ccsc3c2=O)cc1	i	i
Cc1cccc(C(=O)NNC(=S)NC(=O)c2cccs2)c1	-7.53*	i
Cc1ccc(NC(=O)O/N=C/c2ccc(Br)cc2)cc1	i	i
O=C(N/N=C/C(c1ccccc1)c1ccccc1)c1ccccc1F	i	i
O=C(COC(=O)c1ccccc1Nc1ccccc1)Nc1ccccc1	i	i
CCCC(C(=O)NC1CCCC1)N(Cc1ccccc1)C(=O)c1snc(C(N)=O)c1N (stereo unspecified)	i	i
O=C(Nc1nc2ccccc2c(=O)s1)c1ccco1	i	i
CCOC(=O)C1(Cc2ccccc2C(F)(F)F)CCN(C(=O)c2cc(C)n(C)n2)CC1	i	i
Cc1nnsc1C(=O)Nc1cc(Cl)ccc1Cl	i	i
Clc1ccccc1CN(Cc1ccco1)Cc1nnnn1C1CCCC1	i	i
COc1ccc(C(=O)Nc2nnc(CCc3ccccc3)s2)c(OC)c1	i	i
CC1(C)CC(NCCN2CCN(C3=CC(=C(C#N)C#N)CC(C)(C)C3)CC2)=CC(=C(C#N)C#N)C1	i	i
